High-throughput results as filed in PubChem.
V1R ag counter = agonists of human V1a receptor, primary screen, counter-screen for OXTR agonist project, fluorescence, CHO-V1R cells; 320,000 tested, 0.25% active; activation, % at 3 µM; Fluo-8 calcium fluorescence, agonist mode; 0% DMSO, 100% 3 nM vasopressin; Vasopressin V1a receptor (Homo sapiens), P37288; AID 2797, 2010;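 active = activation above the mean activation of all tested compounds plus 3 SD, per screening run, cut at about 20% in these data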;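 note: signal is peak over basal fluorescence ratio across a 100 second FLIPR read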
CHO parental Ca = ATP-evoked calcium signal inhibitors, parental CHO, primary screen, counter-screen for OX1R antagonist project, cell-based, fluorescence, Fluo-8 calcium dye. parental CHO-K1, ATP-induced calcium, Fluo-8 fluorescence. inhibition, % at 5.6 µM. 330,000 tested, 0.63% active;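 active = inhibition above that plate's mean sample inhibition plus 3 SD, cut at about 26% in these data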;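 note: 0% = ATP-challenged DMSO wells and 100% = DMSO wells without ATP; some compounds past the cut are filed as inactive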
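Material – parental CHO cells · Reagent – ATP stimulus · Compound – single nominal dose of 5.6 µM per compound · Detection – Fluo-8 fluorescence · Read-out basis – percent inhibition of calcium signal · Controls – ATP-challenged DMSO wells low, unchallenged DMSO wells high · Repeats – no replicates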
TAAR1 ag = human TAAR1 agonists, primary screen, Fluo-8 calcium fluorescence, CHO RD-HGA16 cells; 360,000 tested, 0.99% active; activation, % at 3 µM; Trace amine-associated receptor 1 (Homo sapiens), Q96RJ0; vehicle wells 0%, saturating PEA agonist 100%;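 active = activation above the mean activation of all test compounds in the run plus 3 SD, cut at about 38% in these data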
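Repeats: no replicates (n 1) | Material: CHO-derived RD-HGA16 cells with stable Gα16 and human TAAR1 | Technique: Kinetic Fluo-8 calcium fluorescence | Schedule: 17-24 h seeding, 75 min 37 °C dye, 30 min RT | Evaluation: % activation from peak over basal fluorescence ratio, DMSO-to-PEA scaled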
M1 PAM = human M1 muscarinic receptor positive allosteric modulators, primary screen, CHO-K1 cells, Fluo-8 calcium fluorescence, 1536-well | CHO-K1 hM1, ACh EC20; 0% = ACh EC20, 100% = maximal ACh | activation, % at 3 µM | AID 588819, 2011 | Muscarinic acetylcholine receptor M1 (Homo sapiens), P11229 | 360,000 tested, 0.088% active; in the data active = activation above about 19%, passing the limit was not always enough
Target sequence (P11229 whole entry, looked up): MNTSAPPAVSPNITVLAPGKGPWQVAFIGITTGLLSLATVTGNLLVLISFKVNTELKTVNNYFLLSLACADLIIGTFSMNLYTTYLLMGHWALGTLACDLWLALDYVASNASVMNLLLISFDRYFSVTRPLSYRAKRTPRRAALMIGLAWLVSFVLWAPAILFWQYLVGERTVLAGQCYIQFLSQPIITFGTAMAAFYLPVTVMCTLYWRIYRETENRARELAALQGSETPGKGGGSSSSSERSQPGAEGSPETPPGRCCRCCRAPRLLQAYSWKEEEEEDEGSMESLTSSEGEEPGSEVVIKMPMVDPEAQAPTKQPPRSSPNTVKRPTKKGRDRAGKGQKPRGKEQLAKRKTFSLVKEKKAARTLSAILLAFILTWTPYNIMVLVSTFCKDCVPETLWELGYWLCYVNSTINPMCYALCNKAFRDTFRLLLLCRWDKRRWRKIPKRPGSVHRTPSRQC
OXTR agonist = human OXTR agonists, primary screen, fluorescence, CHO-OTR cells, Fluo-8 calcium | Oxytocin receptor (Homo sapiens), P30559 | Fluo-8 calcium fluorescence; normalized: DMSO 0%, oxytocin 100% | activation, % at 3 µM | 320,000 tested, 0.32% active | AID 2435, 2010;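 active = activation above the mean of all tested compounds plus 3 SD, cutoff set per screening run, cut at about 20% in these data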;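 note: peak over basal fluorescence ratio from a 100 s FLIPR kinetic read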
Target sequence (P30559 whole entry, looked up): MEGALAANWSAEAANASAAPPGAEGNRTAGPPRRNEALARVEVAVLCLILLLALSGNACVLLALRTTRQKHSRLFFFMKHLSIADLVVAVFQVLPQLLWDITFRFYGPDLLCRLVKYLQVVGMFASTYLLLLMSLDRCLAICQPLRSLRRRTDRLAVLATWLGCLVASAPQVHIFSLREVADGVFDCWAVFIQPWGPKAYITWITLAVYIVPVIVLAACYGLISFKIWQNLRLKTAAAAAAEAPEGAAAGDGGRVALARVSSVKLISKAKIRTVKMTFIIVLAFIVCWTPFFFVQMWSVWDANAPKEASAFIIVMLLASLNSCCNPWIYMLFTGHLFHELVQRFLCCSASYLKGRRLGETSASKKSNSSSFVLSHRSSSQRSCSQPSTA
CHRM1 agonist = human M1 muscarinic receptor agonists, primary screen, Fluo-8 calcium fluorescence, CHO-K1 cells, HTS. Muscarinic acetylcholine receptor M1 (Homo sapiens), P11229. CHO-K1 hM1, agonist mode; 0% DMSO, 100% acetylcholine EC100. activation, % at 3 µM. 360,000 tested, 0.33% active;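 active = activation above the run's mean compound activation plus 3 SD, cut at about 16% in these data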;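 note: peak over basal fluorescence ratio within a 140 s kinetic read after compound addition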
OXTR potentiator = human OXTR potentiators, primary screen, fluorescence, CHO-OTR cells, Fluo-8 calcium | Oxytocin receptor (Homo sapiens), P30559 | Fluo-8 calcium fluorescence, potentiator mode; 0% = oxytocin EC15, 100% = EC100 | activation, % at 3 µM | 320,000 tested, 0.061% active | AID 2445, 2010;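 active = activation above that plate's cutoff, the mean activation of tested compounds plus 3 SD, cut at about 6.6% in these data, passing the limit was not always enough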;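 note: 100% uses oxytocin at 75 nM as the full agonist control; some results filed as inactive read as strong as hits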
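System: human OTR in CHO cells / Also added: sub-maximal oxytocin, roughly EC15 / Control set: EC15 oxytocin low, 75 nM oxytocin high / Schedule: 6 min compound pre-incubation at room temperature, 100 s kinetic read / Compound: single-point 3.0 µM / Replication: singlicate / Technique: Fluo-8 calcium dye fluorescence / Read-out basis: % activation of max/min ratio relative to oxytocin controls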
M1 antag = human M1 muscarinic receptor antagonists, primary screen, CHO-K1 cells, Fluo-8 calcium fluorescence, 1536-well; AID 588852, 2011; inhibition, % at 3 µM; CHO-K1 hM1, ACh EC80 antagonist; Muscarinic acetylcholine receptor M1 (Homo sapiens), P11229; 360,000 tested, 1.3% active;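 active = percent inhibition above its own plate's cutoff, namely the mean of that plate's compound wells plus 3 SD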;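 note: peak over basal fluorescence ratio during 140 s after agonist addition; 0% = ACh EC80 plus DMSO and 100% = DMSO alone without agonist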
TAAR1 antag = human TAAR1 antagonists, primary screen, Fluo-8 calcium fluorescence, CHO RD-HGA16 cells. antagonist. 360,000 tested, 1.5% active. inhibition, % at 3 µM. AID 624466, 2012;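 active = inhibition above a per-plate cutoff, the mean inhibition of test compounds on that plate plus 3 SD, cut at about 49% in these data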;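 note: 0% = DMSO plus EC80 beta-PEA response and 100% = DMSO alone without agonist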
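System: RD-HGA16 CHO cells with stable hTAAR1 and Gα16 | Probe or stimulus: EC80 β-phenethylamine stimulus | Dosing: 3 µM, single point | Times: Dye loading 75 min at 37 °C, then 30 min room temperature | Measured by: Fluo-8 calcium-sensitive fluorescence | Read-out basis: % inhibition of agonist calcium response | Replicates: n of 1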
* = called active by the depositor.

Screening Cn1nnc(NC(=O)CSc2nnnn2-c2ccc(F)cc2)n1 returned V1R ag counter 0.4, CHO parental Ca -5, TAAR1 ag 6, M1 PAM 6, OXTR agonist 0.0, CHRM1 agonist -2, OXTR potentiator 6, M1 antag -4 and TAAR1 antag 4.
`COCc1ccc(C(=O)N2CCCC(C(=O)c3ccc(Cl)cc3C)C2)o1` (stereo not drawn) gave V1R ag counter 0.1, CHO parental Ca -27, TAAR1 ag 2, M1 PAM 10, OXTR agonist -1.6, CHRM1 agonist -1, OXTR potentiator -7, M1 antag -9 and TAAR1 antag -2.
Screening Cc1cc(NC(=O)c2ccccc2-c2ccccc2C(=O)O)no1 returned V1R ag counter 0.1, CHO parental Ca -8, TAAR1 ag 1, M1 PAM 3, OXTR agonist 0.5, CHRM1 agonist -2, OXTR potentiator -2, M1 antag -2 and TAAR1 antag -15.
Screening CSc1ncc(Cl)c(C(=O)Nc2cccc(Cl)c2)n1 returned V1R ag counter -1.4, CHO parental Ca -17, TAAR1 ag -3, M1 PAM 2, OXTR agonist -2.5, CHRM1 agonist -6, OXTR potentiator -5, M1 antag -4 and TAAR1 antag 7.
For COCCn1c(SCC(=O)Nc2nnc(C)s2)nnc1-c1c[nH]c2ccccc12 the results were V1R ag counter 0.2, CHO parental Ca -13, M1 PAM 2, OXTR agonist -0.3, CHRM1 agonist -5, OXTR potentiator -2 and M1 antag -1.
For CC(C)C[C@@]12C(=O)N(c3cccc(Br)c3)C(=O)N1[C@H](c1ccc(Cl)cc1)[C@@H]1C(=O)N(C3CCCCC3)C(=O)[C@@H]12 the results were V1R ag counter -0.1, CHO parental Ca -10, TAAR1 ag 2, M1 PAM 1, OXTR agonist 0.4, CHRM1 agonist -4, OXTR potentiator -1, M1 antag -1 and TAAR1 antag -11.
O=C(Nc1cccnc1)c1cccc([N+](=O)[O-])c1 was read as V1R ag counter -0.4, CHO parental Ca -6, TAAR1 ag 0, M1 PAM 5, OXTR agonist 1.5, CHRM1 agonist -4, OXTR potentiator -8, M1 antag -2 and TAAR1 antag 0.
O=C(COc1ccccc1)N1CCN(S(=O)(=O)c2cccs2)CC1 was read as V1R ag counter 5.0, CHO parental Ca -7, TAAR1 ag 9, M1 PAM -1, OXTR agonist 6.7, CHRM1 agonist -1, OXTR potentiator -3, M1 antag 8 and TAAR1 antag 7.
`C/C(=C\C(=O)c1ccc(C)o1)Nc1ccc(C(=O)O)cc1C` gave V1R ag counter -0.2, CHO parental Ca 2, TAAR1 ag 0, M1 PAM 8, OXTR agonist 0.3, CHRM1 agonist -2, OXTR potentiator 0, M1 antag -16 and TAAR1 antag 16.
`COC(=O)CN1C(=O)[C@H]2[C@@H](c3ccc(C)o3)N3C(=O)CN(Cc4ccc(-c5ccccc5)cc4)C(=O)[C@@]3(C)[C@H]2C1=O` gave V1R ag counter -0.8, CHO parental Ca -19, TAAR1 ag -1, M1 PAM -1, OXTR agonist -0.7, CHRM1 agonist -4, OXTR potentiator -11, M1 antag 0 and TAAR1 antag 10.
`O=C(Cn1nnc2ccccc21)c1ccc(Br)cc1` gave V1R ag counter -0.3, CHO parental Ca -13, TAAR1 ag -1, M1 PAM 12, OXTR agonist 0.2, CHRM1 agonist -4, OXTR potentiator -1, M1 antag -20 and TAAR1 antag -24.
CCOC(=O)C(C)(C)N(Cc1ccc(C)cc1)S(=O)(=O)c1ccc(Cl)c([N+](=O)[O-])c1 was read as V1R ag counter -0.2, CHO parental Ca -4, TAAR1 ag -1, M1 PAM 0, OXTR agonist -1.1, CHRM1 agonist -7, OXTR potentiator -3, M1 antag -10 and TAAR1 antag -9.
Screening Cc1cc(NC(=O)COc2ccc3ccccc3c2Br)no1 returned V1R ag counter -0.5, CHO parental Ca -8, TAAR1 ag 31, M1 PAM 5, OXTR agonist 0.8, CHRM1 agonist -6, OXTR potentiator -2, M1 antag 5 and TAAR1 antag 28.
Screening CCOc1ccc(OCc2ccc(C(=O)NC(C)C)o2)cc1 returned TAAR1 ag 2, M1 PAM 8, CHRM1 agonist -2, M1 antag -16 and TAAR1 antag -13.
For CC(=O)c1c(C)[nH]c(C(=O)NC2=NCCS2)c1C the results were V1R ag counter -0.2, CHO parental Ca -12, TAAR1 ag 4, M1 PAM 7, OXTR agonist 0.5, CHRM1 agonist -5, OXTR potentiator -5, M1 antag -8 and TAAR1 antag 12.

Continued, starting with the last 2 of the part before.
Screening CCOc1ccc(OCc2ccc(C(=O)NC(C)C)o2)cc1 returned TAAR1 ag 2, M1 PAM 8, CHRM1 agonist -2, M1 antag -16 and TAAR1 antag -13.
For CC(=O)c1c(C)[nH]c(C(=O)NC2=NCCS2)c1C the results were V1R ag counter -0.2, CHO parental Ca -12, TAAR1 ag 4, M1 PAM 7, OXTR agonist 0.5, CHRM1 agonist -5, OXTR potentiator -5, M1 antag -8 and TAAR1 antag 12.
For CCOC(=O)C1CCN(C(=O)C2CCC(=O)N(CC3CCCCC3)C2)CC1 (stereo not drawn) the results were V1R ag counter 2.8, CHO parental Ca -10, TAAR1 ag 5, M1 PAM 9, OXTR agonist 0.3, CHRM1 agonist 0, OXTR potentiator -5, M1 antag 8 and TAAR1 antag -8.
`Cc1onc(-c2ccccc2)c1-c1csc(N/N=C/c2ccccc2)n1` gave V1R ag counter -0.5, CHO parental Ca -24, TAAR1 ag -1, M1 PAM -7, OXTR agonist -1.1, CHRM1 agonist -5, OXTR potentiator -12, M1 antag 6 and TAAR1 antag -13.
`COc1cccc(OC)c1C(=O)NC(=S)Nc1ccc(S(=O)(=O)Nc2nccs2)cc1` gave V1R ag counter 1.5, CHO parental Ca -12, TAAR1 ag 2, M1 PAM 8, OXTR agonist 1.0, CHRM1 agonist 15, OXTR potentiator -6, M1 antag -12 and TAAR1 antag 11.
For Oc1sc(C=Nc2ccc(F)cc2)c2ccccc12 the results were V1R ag counter 9.1, CHO parental Ca -15, TAAR1 ag 30, M1 PAM 7, OXTR agonist 7.1, CHRM1 agonist 0, OXTR potentiator -12, M1 antag -6 and TAAR1 antag 12.
Screening O=C(CCc1nc2ccccc2s1)Nc1ccccc1 returned V1R ag counter 0.8, CHO parental Ca -10, TAAR1 ag 2, M1 PAM 4, OXTR agonist -1.0, CHRM1 agonist -5, OXTR potentiator -6, M1 antag -5 and TAAR1 antag -3.
Screening CC(C)c1ccc(NC2CCCN(C(=O)c3cc(C(C)C)nc(N)n3)C2)cc1 (stereo not drawn) returned V1R ag counter 0.4, CHO parental Ca -24, TAAR1 ag -1, M1 PAM 1, OXTR agonist -0.6, CHRM1 agonist -2, OXTR potentiator -5, M1 antag 1 and TAAR1 antag -7.
CNC(=O)c1ccccc1NC(=O)c1cccc(S(=O)(=O)N2CCC(C)CC2)c1 was read as V1R ag counter 0.7, CHO parental Ca -2, TAAR1 ag 5, M1 PAM 7, OXTR agonist -2.2, CHRM1 agonist 1, OXTR potentiator -4, M1 antag -15 and TAAR1 antag 34.
O=C(Nc1ccccc1NC(=O)C1CCCO1)c1ccco1 (stereo not drawn) was read as V1R ag counter 0.1, CHO parental Ca -2, TAAR1 ag 4, M1 PAM 16, OXTR agonist -0.4, CHRM1 agonist -7, OXTR potentiator -11, M1 antag -13 and TAAR1 antag -1.
Screening O=C(CSc1nc2ccccc2c(=O)n1Cc1ccco1)N1CCCC1 returned V1R ag counter 0.7, CHO parental Ca -13, TAAR1 ag 11, M1 PAM 6, OXTR agonist -2.0, CHRM1 agonist -7, OXTR potentiator 0, M1 antag 0 and TAAR1 antag -30.
`CCC(C)[C@H](NS(=O)(=O)c1ccc(C)cc1)C(=O)N1CCC(C(=O)N2CCC(C(N)=O)CC2)CC1` (stereo partly drawn) gave V1R ag counter 0.4, CHO parental Ca 3, TAAR1 ag 14, M1 PAM -4, OXTR agonist -0.3, CHRM1 agonist -5, OXTR potentiator -1, M1 antag 3 and TAAR1 antag -17.
Screening CC1=CC(c2ccccc2)n2ncnc2N1 (stereo not drawn) returned V1R ag counter 0.4, CHO parental Ca -5, TAAR1 ag 10, M1 PAM 18, OXTR agonist 0.7, CHRM1 agonist 4, OXTR potentiator -5, M1 antag 0 and TAAR1 antag -6.
Screening CCOC(=O)c1[nH]c(C)c(C(=O)OCC)c1C returned V1R ag counter -0.8, CHO parental Ca -17, TAAR1 ag -2, M1 PAM 4, OXTR agonist -1.9, CHRM1 agonist -8, OXTR potentiator -6, M1 antag -9 and TAAR1 antag -29.
For CC1(C)CC(=O)C2=C(C1)NC1=C(C(=O)c3ccccc31)C2c1cccnc1 (stereo not drawn) the results were V1R ag counter -0.1, CHO parental Ca -10, TAAR1 ag -2, M1 PAM 10, OXTR agonist -1.4, CHRM1 agonist -8, OXTR potentiator -2, M1 antag 5 and TAAR1 antag 3.
For CC(=O)NCc1ccc(-c2csc(NC(=O)CCCc3nc4ccccc4c(=O)[nH]3)n2)cc1 the results were V1R ag counter -0.2, CHO parental Ca 4, TAAR1 ag 7, M1 PAM 14, OXTR agonist -0.3, CHRM1 agonist -2, OXTR potentiator -5, M1 antag -13 and TAAR1 antag -4.
CCN(CC)CC(O)COc1ccc2c(c1)OCO2 (stereo not drawn) was read as V1R ag counter 0.8, CHO parental Ca -5, TAAR1 ag 11, M1 PAM 7, OXTR agonist -0.3, CHRM1 agonist -4, OXTR potentiator -7, M1 antag -11 and TAAR1 antag 0.
Cc1ccc(S(=O)(=O)NC(=O)COc2ccccc2C)cc1 was read as V1R ag counter 1.0, CHO parental Ca -1, TAAR1 ag 10, M1 PAM 5, OXTR agonist -0.2, CHRM1 agonist -1, OXTR potentiator -10, M1 antag -12 and TAAR1 antag 4.
